# GalR3 antag: GalR3 antagonists in HEK293 cells, primary screen, cell-based, fluorescence readout; HEK293 GalR3-CNG cAMP membrane potential fluorescence; galR3 body fused to GalR1 C-terminus; inhibition, % at 3 µM; hit rate 0.44% among 360,000;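 active means inhibition above the screen-wide average plus 3 SD, cut at about 13% in these data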;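 further: forskolin and galanin both at EC90 stimulate the cells; cAMP rise reported by CNG channel membrane potential dye signal; 0% = forskolin plus galanin with DMSO and 100% = forskolin alone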
# Target sequence (O60755 1-299 limits assumed): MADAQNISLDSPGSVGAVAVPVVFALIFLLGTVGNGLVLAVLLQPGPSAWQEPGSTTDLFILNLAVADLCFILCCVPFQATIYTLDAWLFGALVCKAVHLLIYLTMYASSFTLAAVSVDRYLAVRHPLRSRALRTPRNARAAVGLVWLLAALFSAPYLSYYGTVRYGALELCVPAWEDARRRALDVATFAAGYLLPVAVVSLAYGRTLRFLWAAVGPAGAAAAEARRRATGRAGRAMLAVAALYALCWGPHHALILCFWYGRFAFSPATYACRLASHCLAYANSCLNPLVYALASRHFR
# GPR7 antag: GPR7 receptor antagonists, primary screen, cell-based, fluorescence, single concentration | Neuropeptides B/W receptor type 1 (Homo sapiens), P48145 | GPR7-expressing cells, fluorescence antagonist assay | inhibition, % at 4.4 µM | hit rate 1.1% among 290,000; in the data active means inhibition above about 16%, passing the limit was not always enough;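 further: cells stimulated with the agonist NPW; 0% = agonist with vehicle and 100% = vehicle without agonist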
# MEKK3 PB1 HTS: modulators of MEKK3-MEK5 PB1 binding, primary screen, biochemical, wildtype MEKK3, multiplex bead flow cytometry, Alexa488-MEK5; binding response (% of control), % at 10 µM; hit rate 1.4% among 290,000; bead-based flow cytometry, Alexa488-MEK5 binding to MEKK3; actives lie on both sides; 0 = blocked by unlabeled MEK5, 100 = vehicle; AID 1529, 2009; Mitogen-activated protein kinase kinase kinase 3 (Homo sapiens), Q99759;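 active means binding response more than 3 SD above or below the average of its plate-row segment, actives on both sides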;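 further: Alexa488 bead fluorescence after subtracting the streptavidin-only scavenger bead signal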
# NALP1 inh: NALP1 inflammasome inhibitors in reconstituted yeast, colorimetric, S. cerevisiae, triplicate retest; hit rate 0.61% among 280,000; inhibition, % at 10 µM; S. cerevisiae NALP1/ASC/caspase-1 growth, X-gal OD620, 72 h; in the data active means inhibition mostly above about 24%, no sharp cut-off; inactive means mostly below about 32%; further: some compounds called inactive have numbers as strong as hits
# MEKK2wt PB1 HTS: modulators of MEK5 binding to wildtype MEKK2, primary screen, biochemical, multiplex bead flow cytometry, Alexa488-MEK5 | AID 1531, 2009 | Mitogen-activated protein kinase kinase kinase 2 (Homo sapiens), Q9Y2U5 | Alexa488-MEK5 binding to MEKK2 WT; actives lie on both sides | hit rate 1.1% among 290,000 | binding response (% of control), % at 10 µM; in the data active means binding response below about 67% or above about 130%
# V1aR counter: agonists of human V1a receptor, primary screen, counter-screen for OXTR agonist project, fluorescence, CHO-V1R cells | Fluo-8 calcium fluorescence, agonist mode; 0% DMSO, 100% 3 nM vasopressin | AID 2797, 2010 | hit rate 0.25% among 320,000 | activation, % at 3 µM;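 active means activation above the mean activation of all tested compounds plus 3 SD, per screening run, cut at about 20% in these data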;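 further: signal is peak over basal fluorescence ratio across a 100 second FLIPR read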
# Target sequence (P37288 whole entry, looked up): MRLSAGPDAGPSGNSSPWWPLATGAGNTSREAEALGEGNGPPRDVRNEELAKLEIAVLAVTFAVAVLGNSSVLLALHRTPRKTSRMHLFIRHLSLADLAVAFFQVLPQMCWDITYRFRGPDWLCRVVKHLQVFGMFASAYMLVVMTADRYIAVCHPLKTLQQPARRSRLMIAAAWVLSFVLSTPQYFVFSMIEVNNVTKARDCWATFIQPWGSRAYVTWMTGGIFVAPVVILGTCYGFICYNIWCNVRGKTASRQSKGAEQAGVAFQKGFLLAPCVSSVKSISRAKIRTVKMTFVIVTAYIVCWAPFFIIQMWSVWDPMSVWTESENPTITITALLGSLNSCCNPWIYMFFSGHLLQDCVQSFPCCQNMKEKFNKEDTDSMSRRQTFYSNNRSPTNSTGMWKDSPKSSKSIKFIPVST
# MEKK2mut PB1 HTS: MEK5 binding signal on mutant MEKK2 PB1, primary screen, biochemical, multiplex bead flow cytometry, Alexa488-MEK5 | Alexa488-MEK5 binding to MEKK2 mutant | percent response, % at 10 µM | hit rate 0.35% among 290,000; in the data active means percent response above about 24%, passing the limit was not always enough; further: inactives centre near 1; some results filed as inactive read as strong as hits; reference of the scale not given here
# PHOSPHO1 inh: PubChem AID 1565. inhibition, % at 13.3 µM. hit rate 1.1% among 290,000. Phosphoethanolamine/phosphocholine phosphatase (Homo sapiens), Q8TCT1. recombinant PHOSPHO1, absorbance phosphatase assay; in the data active means inhibition above about 60%
# Target sequence (Q8TCT1 whole entry, looked up): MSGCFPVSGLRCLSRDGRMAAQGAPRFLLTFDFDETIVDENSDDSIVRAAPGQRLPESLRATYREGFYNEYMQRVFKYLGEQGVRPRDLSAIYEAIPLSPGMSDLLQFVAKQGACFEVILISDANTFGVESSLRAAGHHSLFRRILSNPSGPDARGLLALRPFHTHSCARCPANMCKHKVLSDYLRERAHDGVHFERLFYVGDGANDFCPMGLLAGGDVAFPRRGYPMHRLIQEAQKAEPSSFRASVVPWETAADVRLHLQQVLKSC
# OXTR ag: human OXTR agonists, primary screen, fluorescence, CHO-OTR cells, Fluo-8 calcium | AID 2435, 2010 | hit rate 0.32% among 320,000 | activation, % at 3 µM | Oxytocin receptor (Homo sapiens), P30559 | Fluo-8 calcium fluorescence; normalized: DMSO 0%, oxytocin 100%;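 active means activation above the mean of all tested compounds plus 3 SD, cutoff set per screening run, cut at about 20% in these data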;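 further: peak over basal fluorescence ratio from a 100 s FLIPR kinetic read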
# * = called active by the depositor; nt = no result given; [ ] = remark or other dose.
SMILES,GalR3 antag,GPR7 antag,MEKK3 PB1 HTS,NALP1 inh,MEKK2wt PB1 HTS,V1aR counter,MEKK2mut PB1 HTS,PHOSPHO1 inh,OXTR ag
Cc1ccc(OCC(=O)N2CCN(C(=O)c3ccncc3)CC2)cc1,0,-2,100,9,99,-1.0,-3,18,0.8
O=C(CC1NCCN(Cc2ccccc2)C1=O)Nc1ccccc1 (configuration not stated),-4,-14,106,0,102,-1.0,4,33,-0.1
Fc1ccc(-c2nc3c(Cl)cc(C(F)(F)F)cn3c2Cl)cc1,-3,-7,102,30,101,0.5,0,-3,-0.9
CN1CCN(CCCNc2c(C=O)c(=O)[nH]c3ccccc23)CC1,-2,-20,107,-2,112,nt,7,29,nt
Cc1ccc(NC(=O)Nc2cc(C)on2)cc1,-9,-1,104,5,103,0.4,3,16,0.7
O=C(CN1C(=O)c2ccccc2S1(=O)=O)NC1CCCCC1,-7,-4,102,-4,97,0.1,0,8,0.9
COc1ccc(N2CCN(C(c3cccs3)C(C)NC(=O)c3ccc4c(c3)OCO4)CC2)cc1 (configuration not stated),4,-2,112,27,99,0.5,3,27,-0.4
Cc1ccc(Cn2ncc3c(NCCCN(C)C)ncnc32)cc1,-13,-20,109,21,111,0.6,11,42,0.8
Cc1nc2nc(SCC(=O)O)nn2c(C)c1Cc1c(F)cccc1Cl,-4,-21,93,-8,90,2.0,-3,-13,-0.5
CCOC(=O)C(C)Oc1ccc(C2NC(=O)NC(C)=C2C(C)=O)cc1Br (configuration not stated),-3,-14,114,7,111,0.7,12,6,-0.6
CC(C)C(=O)Nc1nc2ccc(S(C)(=O)=O)cc2s1,-6,-4,104,-4,96,-0.1,-5,-3,-1.2
Fc1cc(NCc2ccccc2)nc(NCc2ccccc2)n1,-5,-13,97,8,100,3.5,-4,-3,-1.2
Cc1ccc(N(C(=O)c2ccc3c(c2)OCO3)C2C=CS(=O)(=O)C2)cc1 (configuration not stated),-11,2,102,1,100,-0.2,5,19,-1.4
CC(C)CC1c2[nH]c3ccccc3c2CCN1C(=O)c1cnccn1 (configuration not stated),-4,12,103,-2,96,0.0,2,50,-0.5
CC(=O)OCc1nc2sc(C)c(C)c2c(=O)[nH]1,-2,3,97,-3,100,0.3,3,-7,0.2
CC(=O)c1ccc(NS(=O)(=O)c2ccc(-c3cnc(C4CC4)o3)cc2)cc1,nt,-9,101,-12,99,6.2,3,53,5.1
CCOC(=O)c1c(NC(=O)c2nn(CC)cc2Br)sc(C)c1C,1,-15,112,2,113,-0.3,10,34,-0.1
c1ccc(Nc2nc(NCc3ccco3)c3ccccc3n2)cc1,4,-9,100,-7,174*,3.6,10,11,4.5
CCN(C(=O)c1cc2cc(OC)ccc2oc1=O)c1ccccc1,-3,-8,103,8,106,0.0,3,5,0.3
O=S(=O)(NCc1csc(-c2cccnc2)n1)c1ccc(F)cc1,0,11,98,2,95,2.8,1,29,2.0
CCCCN(C(=O)c1ccc(S(=O)(=O)N(C)C)cc1)c1nc2ccccc2s1,-3,6,92,11,93,0.1,-3,-10,0.2
Cc1ccc(NC(CC(=O)c2ccccc2)c2ccc(F)cc2)cc1 (configuration not stated),-7,-5,100,8,106,-1.2,-1,28,-1.4
CCC(=O)NC(=S)Nc1c(C)cc(Br)cc1C,0,-6,102,-3,99,-0.4,-3,32,-1.4
O=C(N=Nc1c(O)[nH]c2ccc(Br)cc12)c1cc(-c2cccc3ccccc23)n[nH]1,-5,-7,91,10,86,0.1,-3,6,-0.8
COc1ccc(C(C)=O)cc1CC(=O)N(Cc1ccccc1)c1ccccc1,-11,-17,106,-5,103,1.1,3,32,3.4
# Further records follow:
SMILES,GalR3 antag,GPR7 antag,MEKK3 PB1 HTS,NALP1 inh,MEKK2wt PB1 HTS,V1aR counter,MEKK2mut PB1 HTS,PHOSPHO1 inh,OXTR ag
COc1ccc(/C=C2\SC(=S)N(CCCC(=O)Nc3ccc(O)cc3)C2=O)cc1,-3,-10,106,31,103,2.0,0,16,2.3
CNCc1ccccc1OCC(=O)Nc1ccccc1OC,-5,-3,104,2,111,-0.4,7,16,0.2
CC1CCCCC1NC(=O)CCNS(=O)(=O)c1ccc2c(c1)CCC(=O)N2 (configuration not stated),6,6,99,-4,98,1.0,-3,15,0.2
O=C(Cn1cnc(S(=O)(=O)N2CCOCC2)c1)Nc1ccc(OC(F)(F)F)cc1,-6,-14,101,-17,97,0.1,2,37,0.3
COc1ccc(N(C(=O)c2ccccc2)S(=O)(=O)c2cccs2)cc1,-6,-10,102,15,101,-0.8,1,17,-1.6
CCOC(=O)c1cnc(Nc2nc3ccccc3o2)nc1CSc1nnc(C)s1,-4,-16,97,nt,96,0.4,-1,nt,-0.2
COc1ccc(N(CCCN2C(=O)c3cccc4cccc(c34)C2=O)C(=O)c2cccc(OC)c2)cc1,-1,-10,102,25,116,1.4,4,16,-2.5
O=C(CSc1ccc(F)cc1)Nc1ccc2c(c1)C(=O)NC2=O,-5,25*,101,38,99,2.5,-4,27,1.5
CCC(C)CN1CCC(CO)(Cc2ccccc2Cl)CC1 (configuration not stated),-7,16,104,11,107,0.2,1,10,4.9
Cc1ccc(-c2cc(C(=O)N3CCCCCC3)no2)cc1,-4,5,103,4,102,1.9,0,-164,-1.7
COc1cc(OC)cc(C(=O)N(Cc2nc(-c3cccc(C)c3)no2)C(C)C)c1,-2,-7,106,5,104,nt,7,28,nt
O=C(O)CC(NCc1ccco1)C(=O)OCC1CCCO1 (configuration not stated),-2,17,106,-14,106,-0.2,10,6,-1.2
O=C(CCc1ccc(O)cc1)N/N=C/c1coc2ccccc2c1=O,-4,-12,101,-2,99,0.4,-2,-12,0.8
CCOC(=O)c1cnc(SCc2cccc(C)c2)nc1N,-2,21,101,22,98,0.8,1,39,-1.7
CC1CCc2c(cnc3ncnn23)C1 (configuration not stated),0,-8,98,nt,102,0.1,-1,44,0.7
COc1cc(/C=N/NC(=O)CCc2c(C)n[nH]c2C)ccc1O,0,-7,123*,-4,111,-0.3,6,13,-0.2
CN(Cc1ccon1)C(=O)CC1C(=O)NCCN1Cc1ccc(Cl)c(F)c1 (configuration not stated),-2,-15,105,-6,122,0.6,12,33,0.9
CC(C)(C)c1ccc(C(=O)NC(=S)Nc2sc3c(c2C#N)CCC3)cc1,-3,-5,114,10,98,0.3,0,-29,-0.8
CCOc1c(S(=O)(=O)N2CCCC2)ccc(Cl)c1Cl,-3,-18,104,41*,107,-1.4,7,-8,-1.4
O=C(/C=C/c1ccccc1)Nc1cc(C(=O)O)cc(C(=O)O)c1,-6,4,nt,-23,nt,1.2,nt,27,-0.1
O=C1NC(=Nc2ccccc2Cl)S/C1=C\c1ccc(C(=O)O)cc1,-8,-15,98,8,105,0.2,6,27,-0.8
COc1ccccc1CCC(=O)Nc1ccc2c(c1)CN(Cc1ccc(C)o1)CC2,3,-16,100,16,105,1.4,1,17,0.3
Cc1ccc(NC(=S)NC(CO)C(O)c2ccc([N+](=O)[O-])cc2)cc1 (configuration not stated),0,-6,99,5,95,0.8,0,5,1.5
COc1ccc(CC(=O)Nc2nc(C)cs2)cc1,-3,-4,96,5,89,0.1,-9,-5,0.2
CC(C)(C)NC(=O)Cn1cnc2cc([N+](=O)[O-])ccc2c1=O,-1,-13,95,11,88,0.9,-7,58,0.7
# (listing goes on)
SMILES,GalR3 antag,GPR7 antag,MEKK3 PB1 HTS,NALP1 inh,MEKK2wt PB1 HTS,V1aR counter,MEKK2mut PB1 HTS,PHOSPHO1 inh,OXTR ag
CC(=O)C1C(=O)c2c(cccc2[N+](=O)[O-])C1=Nc1cccc(Cl)c1 (configuration not stated),-4,-7,90,15,94,-1.0,-9,16,-0.3
Cc1ccc2nc(/C(C#N)=C\c3ccc([N+](=O)[O-])o3)[nH]c2c1,-6,0,70*[inhibitor],52*,77,5.9,-10,38,9.2
COC(=O)c1ccc(COC(=O)C(CCSC)NC(=O)COc2ccccc2)cc1 (configuration not stated),1,4,102,2,108,6.0,4,28,-1.2
Cc1cccc(NC(=O)CSc2nc(N)c(NC(=O)c3cccs3)c(=O)[nH]2)c1,nt,-2,105,22,99,0.4,6,4,1.7
Cc1ccc([N+](=O)[O-])cc1NC(=O)c1cccs1,-7,7,89,-11,88,-1.2,-6,13,-1.2
CCCOC(=O)CSc1nc(N)c(C#N)c(CC)c1C#N,-3,-23,101,27,100,3.0,7,17,2.0
Cc1ccc(N2CC(C(=O)Nc3cc(C)ccc3F)CC2=O)cc1 (configuration not stated),1,-8,105,-11,104,-0.4,4,-16,-0.6
O=C(CN1CCN(c2ccccc2)CC1)Nc1ccc(Oc2ccccc2)cc1,-2,2,2.0*[inhibitor],2,1.0*[inhibitor],0.5,-15,0,-0.9
COC(=O)c1ccc(Cn2nc(-c3ccccc3)ccc2=O)cc1,-6,26,97,10,97,16,2,6,1.6
c1csc(CNCCCN2CCOCC2)c1,0,-6,106,16,109,-0.7,14,22,0.0
Oc1cccc(/C=N/Nc2cc(N3CCOCC3)nc(N3CCOCC3)n2)c1,-4,3,94,-18,94,-0.9,-3,-4,-2.6
COC(=O)CSc1nnc(-c2ccncc2)n1N,-3,-5,97,18,99,-0.6,-3,9,-0.5
CC(=O)N(\C=C/C=C/C=C1\Sc2ccccc2C1=O)c1ccccc1,1,-10,100,-2,79,2.5,1,-23,2.4
CC1Cc2ccccc2N1C(=O)CSc1nc2ccccc2s1 (configuration not stated),-5,-14,94,26,90,0.6,-4,-15,-0.9
Cc1ccc(NC(=O)c2nc[nH]c2C(=O)N2CCN(c3ccccc3)CC2)cc1,-5,nt,98,nt,103,-0.6,4,22,-0.3
COc1ccc(S(=O)(=O)Nc2nncs2)cc1,-3,-14,104,-77,102,0.8,-3,9,1.3
O=C(NCCc1nnc2ccc(N3CCCC3)nn12)c1ccccc1,5,-3,100,13,98,0.4,2,20,-0.1
CO[C@H]1O[C@H](C)[C@@H](O)C[C@H]1NC(=O)OCc1ccccc1,-10,-10,105,-4,111,1.6,6,34,0.7
Cc1ccc(N(C(=O)c2csnn2)C(C(=O)NC2CCCC2)c2cccnc2)cc1 (configuration not stated),-7,-3,100,5,100,0.4,1,35,0.2
CC1(C)OC(=O)C(=CNc2cccc(O)c2)C(=O)O1,0,17,90,0,96,0.2,-1,42,0.5

# From PubChem

# Compounds were not picked by outcome. Share with any hit: about 5.4%.
